PLAP act: activators of human placental alkaline phosphatase. purified PLAP enzyme, luminescent substrate read-out; stronger effect = higher value. activation fold at 20 µM. hit rate 1.2% among 96,000; in the data active = activation fold above about 2
S1P2 ag: activates the human S1P2 receptor; S1P2-expressing cell line, agonist reporter read-out; O95136; activation, % at 4.5 µM; hit rate 0.46% among 97,000; in the data active = activation above about 16%;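 note: 0% = vehicle low control and 100% = maximal reference agonist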
PLK1 PBD inh: blocks phosphopeptide binding to human Plk1 polo box domain. P53350. Plk1 PBD phosphopeptide binding, fluorescence polarization. inhibition, %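 (tested at about 20 µM)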. hit rate 0.13% among 97,000. AID 693; in the data active = inhibition above about 34%, passing the limit was not always enough
EphB4 ephrin blk: blocks human EphB4 binding to ephrin-B2. P54760. EphB4 LBD / TNYL-RAW-Alexa532 peptide, fluorescence polarization. inhibition, % at 7 µM. hit rate 0.15% among 97,000;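 active = inhibition above the screen-wide mean inhibition plus 3 SD, cut at about 15% in these data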;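 note: 0% = DMSO wells and 100% = excess unlabeled TNYL-RAW peptide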
Target sequence (P54760 whole entry, looked up, the tested form may be a part): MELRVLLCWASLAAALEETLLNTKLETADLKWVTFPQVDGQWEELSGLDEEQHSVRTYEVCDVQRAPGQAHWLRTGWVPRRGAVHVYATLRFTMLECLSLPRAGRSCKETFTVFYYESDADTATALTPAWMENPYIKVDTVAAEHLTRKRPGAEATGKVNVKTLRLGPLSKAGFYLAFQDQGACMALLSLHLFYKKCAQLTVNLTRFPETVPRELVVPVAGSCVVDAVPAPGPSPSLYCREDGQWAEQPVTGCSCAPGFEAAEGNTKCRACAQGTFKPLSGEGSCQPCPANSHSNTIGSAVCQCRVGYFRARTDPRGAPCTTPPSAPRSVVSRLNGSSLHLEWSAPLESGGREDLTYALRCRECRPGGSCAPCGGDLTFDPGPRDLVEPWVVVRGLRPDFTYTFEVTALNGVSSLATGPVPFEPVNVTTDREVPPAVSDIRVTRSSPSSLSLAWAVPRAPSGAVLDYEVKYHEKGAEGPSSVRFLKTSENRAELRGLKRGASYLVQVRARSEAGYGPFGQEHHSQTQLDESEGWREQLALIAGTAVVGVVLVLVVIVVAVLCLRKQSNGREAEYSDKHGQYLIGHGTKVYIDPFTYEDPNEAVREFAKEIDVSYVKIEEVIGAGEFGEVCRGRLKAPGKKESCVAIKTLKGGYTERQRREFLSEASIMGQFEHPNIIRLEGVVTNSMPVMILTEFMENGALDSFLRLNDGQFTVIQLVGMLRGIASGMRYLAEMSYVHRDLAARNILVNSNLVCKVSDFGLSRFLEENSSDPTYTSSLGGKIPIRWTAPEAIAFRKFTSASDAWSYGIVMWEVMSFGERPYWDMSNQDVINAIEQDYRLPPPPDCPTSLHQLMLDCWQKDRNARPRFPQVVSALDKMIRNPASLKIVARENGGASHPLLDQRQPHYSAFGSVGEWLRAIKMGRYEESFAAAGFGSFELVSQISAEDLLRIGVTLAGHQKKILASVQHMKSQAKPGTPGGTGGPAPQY
FAK blocker: FAK (human) kinase inhibition. Q05397. biochemical FAK kinase activity assay. inhibition, %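 (tested at 7 µM)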. hit rate 0.84% among 97,000. AID 727; in the data active = inhibition above about 19%;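 note: 0% = DMSO and 100% = reference compound high control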
Rev-RRE block: inhibitors of HIV-1 Rev-RRE RNA interaction | Rev peptide-RRE RNA binding, FRET | inhibition, % at 8 µM | hit rate 0.79% among 97,000 | AID 704;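 active = inhibition above the screen-wide mean plus 3 SD, cut at about 35% in these data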;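 note: 0% = median DMSO wells and 100% = median Neomycin B control wells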
Target sequence (P05866 whole entry, looked up): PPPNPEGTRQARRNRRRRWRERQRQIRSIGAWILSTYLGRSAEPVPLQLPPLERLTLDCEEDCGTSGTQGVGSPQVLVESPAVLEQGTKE
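Test system: labelled RRE RNA duplex and labelled Rev peptide. Times: 5 min compound–RNA preincubation, then 15 min with peptide, 25 °C. Doses: single-dose 8 µM. Measured by: FRET, excitation 480 nm, emission 540 nm donor and 671 nm acceptor. Measure: % inhibition of FRET ratio versus controls.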
PLK1 inh: blocks human PLK1 kinase activity. AID 619. inhibition, % at 10 µM. P53350. hit rate 0.53% among 97,000. recombinant PLK1 kinase, TR-FRET peptide phosphorylation;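 active = inhibition of 50% or more in the single-concentration screen; inactive = inhibition below 50%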;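 note: 0% = DMSO max control and 100% = H-89 dihydrochloride min control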
S1P2 antag: S1P2 (human) receptor antagonism; O95136; cell-based S1P2 antagonist assay, inhibition at 5 uM; inhibition, % at 5 µM; hit rate 0.21% among 97,000; in the data active = inhibition above about 45%;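 note: CRE beta-lactamase reporter cells expressing human S1P2 stimulated with S1P; 0% = agonist at EC80 alone and 100% = agonist plus reference antagonist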
MT1-MMP txn act: activates MT1-MMP transcription; HT1080 MT1-MMP promoter luciferase reporter, luminescence, overnight; stronger effect = higher value; activation factor at 10 µM; hit rate 0.16% among 86,000; AID 750;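 active = activation factor of at least 2 for MT1-MMP transcription at 10 µM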
Numbers without * were called inactive; / = not tested or not shown.

PLAP act | SMILES | S1P2 ag | PLK1 PBD inh | EphB4 ephrin blk | FAK blocker | Rev-RRE block | PLK1 inh | S1P2 antag | MT1-MMP txn act
1.8 | CCCc1[nH][nH]c(=O)c1C(c1ccc(Br)cc1)C(C#N)C#N (stereo unspecified) | -3 | 20 | -10 | -1 | -1 | 13 | -4 | 1.1
0.9 | O=C1OC(c2ccccc2)=N/C1=C\N1CCCCC1 | -4 | 18 | -7 | 0 | 1 | -8 | -8 | 1.6
0.9 | CCOC(=O)c1c(-c2ccccc2)[nH]c2ccc(O)cc12 | -2 | 3 | 2 | 11 | 8 | -16 | 5 | 1
1.2 | Cc1c(NC(=O)c2cc(=O)[nH]c3ccccc23)c(=O)n(-c2ccccc2)n1C | -5 | 1 | 7 | -1 | 10 | -3 | 4 | 1
0.9 | N#Cc1nc(-c2ccccc2Cl)oc1NCc1ccco1 | 1 | -5 | -6 | 9 | 7 | -5 | -1 | 1.4
1.4 | CCOC(=O)C(=O)/C(=C\N(C)C)c1onc(-c2c(Cl)cccc2Cl)c1C(=O)OC | 0 | 32 | 1 | -2 | -1 | -7 | -6 | /
/ | N#Cc1cc2c(nc1SCc1ccc(Cl)cc1)CCCC2 | -2 | -2 | 5 | 0 | 18 | -11 | -1 | 1.1
1.7 | CCC(=O)N(CCC(c1ccco1)c1ccccc1OC)Cc1cccs1 (stereo unspecified) | -2 | 19 | 1 | 1 | 4 | -8 | -6 | 1
/ | CCOC(=O)c1c(-c2cccs2)csc1NC(=O)c1ccco1 | -3 | 13 | 1 | -7 | 3 | -12 | -1 | 1
1.1 | Cc1csc(-c2cnn(-c3ccccc3)c2NC(=O)c2cccc(C(F)(F)F)c2)n1 | -5 | 2 | 8 | -4 | 3 | -16 | 5 | /
1.1 | CCOc1ccc2c(O)csc2c1 | -5 | 25 | 5 | 4 | 6 | -11 | -17 | 1.2
1.4 | O=S(=O)(c1ccccc1Cl)N1CCCC(c2nc(-c3cccnc3)no2)C1 (stereo unspecified) | -6 | 14 | 4 | 6 | 4 | -1 | 4 | 1.2
2.4* | Cc1cc(C)c(S(=O)(=O)N2CCC(C(=O)NCc3ccc(Cl)cc3Cl)CC2)c(C)c1 | -3 | -19 | 5 | 0 | 4 | -3 | 18 | 1
1.2 | COC(=O)c1ccc(N2CCN(S(=O)(=O)c3ccc(Br)cc3)CC2)c([N+](=O)[O-])c1 | -2 | 1 | 2 | 4 | 4 | -9 | 18 | /
0.9 | COC(=O)c1cc(C(=O)c2ccc(Cl)cc2Cl)cn1C | -6 | -9 | 0 | 3 | 0 | -10 | 14 | /
1.1 | COc1ccccc1N1C(=O)C2C3C=CC(C3)C2C1=O (stereo unspecified) | -6 | 16 | 3 | 2 | 4 | -2 | 14 | 1.1
/ | Cc1ccccc1-c1nc2ccccc2[nH]1 | 0 | 2 | -2 | 0 | 4 | -16 | -14 | 2*
0.9 | COc1ccc(Oc2coc3cc(OC(=O)c4cncc(Br)c4)ccc3c2=O)cc1 | -8 | -9 | -3 | 2 | 7 | -9 | 18 | /
1.2 | N#Cc1nc(-c2ccccc2Cl)oc1N1CCOCC1 | -2 | -17 | -3 | 4 | -1 | -10 | -9 | 1
1.1 | CCCCS(=O)(=O)Nc1ccc2c(c1)ncn2C1CCCCC1 | -6 | -16 | -4 | -8 | 2 | 2 | 12 | 1.1
1 | O=C1Nc2ccccc2S/C1=C/Nc1cccc(Cl)c1 | -4 | 2 | 1 | 26* | 0 | -13 | 2 | /
1.3 | COc1cc(C#N)ccc1OCC(=O)c1ccc2c(c1)OCCO2 | -7 | -7 | 5 | 2 | 5 | -2 | 8 | 1.1
1.2 | Cc1c(NC(=O)c2n[nH]c(=O)c3ccccc23)c(=O)n(-c2ccccc2)n1C | -5 | 17 | 2 | -2 | 5 | -9 | 11 | 1.1
1 | Fc1ccccc1OCCCCSc1ncccn1 | -6 | -15 | 6 | -1 | 7 | 4 | 5 | 1.3
0.8 | Cc1sc(NC(=O)CSC2=NCCS2)nc1-c1ccccc1 | -2 | 16 | -3 | 1 | 7 | -20 | -37 | 1.1
0.9 | C/C(Cl)=C\Cn1c(Nc2cccc(C)c2)nc2c1c(=O)n(C)c(=O)n2C | -3 | -1 | -6 | -2 | 6 | -10 | 19 | 1.2
0.9 | CCOC(=O)COc1ncn(-c2ccccc2)n1 | 0 | -25 | 1 | -1 | 5 | -8 | 5 | 1.1
1.4 | CN1CCN(C(=O)c2ccccc2-c2nc(-c3ccc(Cl)cc3)no2)CC1 | -1 | -4 | -4 | -1 | 1 | -8 | 9 | 1.3
1.1 | Cc1nc2c(Br)cc(Br)cc2cc1O | -19 | -8 | 7 | 2 | 0 | -7 | -9 | 0.9
/ | CCCC(=O)n1nc(-c2ccccc2)nc1SC | -5 | 4 | -2 | 3 | 4 | -8 | 1 | 1.1

3 of the entries above in order of their number in S1P2 antag, lowest first:
PLAP act | SMILES | S1P2 ag | PLK1 PBD inh | EphB4 ephrin blk | FAK blocker | Rev-RRE block | PLK1 inh | S1P2 antag | MT1-MMP txn act
0.9 | O=C1OC(c2ccccc2)=N/C1=C\N1CCCCC1 | -4 | 18 | -7 | 0 | 1 | -8 | -8 | 1.6
1.3 | COc1cc(C#N)ccc1OCC(=O)c1ccc2c(c1)OCCO2 | -7 | -7 | 5 | 2 | 5 | -2 | 8 | 1.1
1.2 | COC(=O)c1ccc(N2CCN(S(=O)(=O)c3ccc(Br)cc3)CC2)c([N+](=O)[O-])c1 | -2 | 1 | 2 | 4 | 4 | -9 | 18 | /

The main list resumes with the two entries that preceded the break.
PLAP act | SMILES | S1P2 ag | PLK1 PBD inh | EphB4 ephrin blk | FAK blocker | Rev-RRE block | PLK1 inh | S1P2 antag | MT1-MMP txn act
1.1 | Cc1nc2c(Br)cc(Br)cc2cc1O | -19 | -8 | 7 | 2 | 0 | -7 | -9 | 0.9
/ | CCCC(=O)n1nc(-c2ccccc2)nc1SC | -5 | 4 | -2 | 3 | 4 | -8 | 1 | 1.1
0.8 | CC1=C(C(=O)Nc2ccc(C)cc2C)C(c2ccc([N+](=O)[O-])cc2)n2ncnc2N1 (stereo unspecified) | -10 | 17 | -6 | -8 | -3 | 1 | -8 | /
1.4 | CC1CCCCC1NS(=O)(=O)c1ccc(S(=O)(=O)N2CCCC2)cc1 (stereo unspecified) | -1 | -18 | 1 | 1 | 12 | -9 | 5 | 1.3
1.2 | CC(=O)Nc1ccc(SCC(=O)c2cc(C)n(CC(F)(F)F)c2C)cc1 | -4 | -24 | 3 | 0 | 1 | -20 | -12 | /
1 | COc1ccccc1OCC(O)CN1C(=O)NC(C)(C)C1=O (stereo unspecified) | / | -7 | / | / | / | -13 | / | 1.1
0.8 | CCCS(=O)(=O)N1CCN(c2ccccn2)CC1 | 1 | -5 | 2 | 0 | 5 | -12 | -3 | /
1 | CCOC(=O)N1CCN(C(=O)C2CCCN(S(=O)(=O)c3ccccc3)C2)CC1 (stereo unspecified) | -5 | 5 | -1 | 0 | -1 | -9 | 2 | 1.1
1 | CC1(C)Cc2ccccc2-c2nc3ccccc3c(=O)n21 | -1 | -17 | -8 | 6 | 4 | -21 | -19 | 1
1.3 | Cc1ccc(CSc2nc3c(c(SCC(=O)O)n2)CCCC3)cc1 | -10 | 15 | 2 | -4 | -7 | -20 | -4 | /
1.2 | COCCNC(=O)C(c1ccc(F)cc1)N(CC1CCCO1)C(=O)CCC(=O)Nc1ccccn1 (stereo unspecified) | -5 | -2 | -2 | 0 | 4 | -5 | 11 | 1.1
1 | CCc1nn2c(N3CCOCC3)cc(C)nc2c1-c1ccc(F)cc1 | -2 | -4 | 0 | 5 | 9 | -28 | -17 | 1
0.9 | Cc1cccc(OCCCC(=O)O)c1 | -2 | 21 | 2 | 0 | 12 | -7 | 2 | 1
/ | CCC1Cc2c(nc3c4c(nc(N5CCOCC5)c(C#N)c24)NC(C)=N3)O1 (stereo unspecified) | 3 | -8 | 7 | -2 | 15 | -4 | -53 | 0.9
1.6 | CC(C)OCCCNC(=O)CCSc1ccc(Cl)cc1 | 0 | -12 | -1 | -1 | 2 | -23 | -16 | /
1.1 | COc1ccc2cc3cc(C(=O)Nc4ccc5c(c4)OCO5)oc3nc2c1 | -8 | 6 | 0 | 18 | -4 | -12 | 11 | 1.1
1.6 | C=CCc1ccc(OCCOCCNCCCC)c(OC)c1 | -2 | -10 | -5 | 2 | -5 | -2 | 10 | 1.1
2.1* | CCCOc1ccc(C2C(C(=O)OC)=CN(CCOC)C=C2C(=O)OC)cc1 | 17* | -9 | -6 | -5 | -3 | -15 | -18 | 1.2
1 | O=C1N(c2ccc(Cl)c(Cl)c2)CN(Cc2ccccc2)CN1n1cnnc1 | -1 | 12 | -2 | 5 | 4 | -10 | 10 | 1.1
1.1 | Cc1nn2c(N3CCN(c4ccccn4)CC3)cc(C(C)C)nc2c1-c1ccccc1 | -14 | 20 | -3 | -2 | 6 | 4 | -28 | 1.1
1 | NNC(=O)CNC(=O)c1cccc(Br)c1 | -4 | 9 | -9 | -9 | 1 | -5 | -10 | /
0.9 | Nc1nc(-c2ccc3ccccc3c2)c(C2(O)C(=O)Nc3c(Br)cc(F)cc32)s1 (stereo unspecified) | -7 | -33 | -2 | 0 | 8 | -7 | 19 | /
1.2 | CC1CC(C)(C)N(C(=O)CSc2ccc(-c3ccc(F)cc3)nn2)c2ccccc21 (stereo unspecified) | -6 | -27 | -1 | -3 | 0 | -6 | -15 | /
0.9 | Cc1cc(Cl)ccc1NC(=S)NCc1ccccc1 | -10 | 14 | -8 | -4 | 3 | -5 | 6 | /
0.8 | O=C(NC1(O)C(=O)c2ccccc2C1=O)c1ccccc1 | -5 | 82* | -1 | 22* | 4 | 5 | 0 | 0.8
/ | COc1cc2nc(SCC(=O)NCc3ccco3)n(Cc3ccc(Cl)cc3)c(=O)c2cc1OC | -8 | -19 | 2 | -1 | -2 | -14 | 6 | 1.1
1.1 | c1nc(N2CCOCC2)c2c3c(sc2n1)CCCC3 | -3 | -14 | 7 | 28* | 3 | -12 | -7 | 1.1
1.3 | Cc1cccc(/C=N/NC(=O)c2cc3c(s2)-c2ccccc2CC3)c1 | -6 | 2 | 0 | -3 | 8 | -12 | 14 | /
1.1 | OC(CN1CCN(c2cccc(C(F)(F)F)c2)CC1)c1c[nH]c2ccccc12 (stereo unspecified) | -3 | -9 | -5 | -3 | 6 | 46 | -10 | 1.3
/ | Cc1ccc(S(=O)(=O)N2CCN(S(C)(=O)=O)CC2)cc1 | -3 | -4 | -2 | 2 | 2 | -16 | -15 | 1
1 | C(=N\n1cnnc1)/c1cccs1 | -2 | 14 | 1 | 0 | 13 | -12 | -5 | 1
1 | CCOc1ccccc1NC(=O)C1CCCN(S(=O)(=O)c2ccc(OC)c(C)c2)C1 (stereo unspecified) | -7 | -1 | -5 | -2 | 12 | -16 | -17 | 1.1
1 | CC1=C(C(=O)Nc2ccccc2)C(c2cccnc2)n2nc(-c3cccnc3)nc2N1 (stereo unspecified) | -4 | -15 | 1 | 1 | 5 | -16 | 14 | 1.1
1 | Cc1noc(C)c1C(=O)OC(C(=O)NC1CCCC1)c1ccc(F)cc1 (stereo unspecified) | 0 | -6 | 4 | 2 | 2 | -11 | 11 | 1.1
/ | Cc1ccc2ncnc(NCCC(=O)O)c2c1 | -1 | -11 | -8 | -2 | 8 | -15 | -4 | 1.1
1 | NS(=O)(=O)c1ccc(CCNC(=O)c2ccccc2F)cc1 | -5 | -23 | -3 | -1 | 14 | -18 | 13 | 1.1
0.9 | Cc1ccc2nc(-c3ccc(O)cc3)c(Nc3ccc4c(c3)OCCO4)n2c1 | -5 | 5 | 11 | 4 | -2 | -10 | 5 | /

Screening data from PubChem BioAssay.
